From PubChem
mcGAS RapidFire: inhibitors of mouse cGAS; Q8C6L5; recombinant mouse cGAS, cGAMP by RapidFire MS; inhibition, % at 12.5 µM; 130,000 compounds, 0.18% hits;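 active means inhibition of cGAS enzyme activity at or above 60%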;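 further: enzyme stimulated by 45 bp dsDNA with ATP and GTP substrates; cGAMP share of summed cGAMP plus half ATP and half GTP signals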
Target sequence (Q8C6L5 whole entry, looked up): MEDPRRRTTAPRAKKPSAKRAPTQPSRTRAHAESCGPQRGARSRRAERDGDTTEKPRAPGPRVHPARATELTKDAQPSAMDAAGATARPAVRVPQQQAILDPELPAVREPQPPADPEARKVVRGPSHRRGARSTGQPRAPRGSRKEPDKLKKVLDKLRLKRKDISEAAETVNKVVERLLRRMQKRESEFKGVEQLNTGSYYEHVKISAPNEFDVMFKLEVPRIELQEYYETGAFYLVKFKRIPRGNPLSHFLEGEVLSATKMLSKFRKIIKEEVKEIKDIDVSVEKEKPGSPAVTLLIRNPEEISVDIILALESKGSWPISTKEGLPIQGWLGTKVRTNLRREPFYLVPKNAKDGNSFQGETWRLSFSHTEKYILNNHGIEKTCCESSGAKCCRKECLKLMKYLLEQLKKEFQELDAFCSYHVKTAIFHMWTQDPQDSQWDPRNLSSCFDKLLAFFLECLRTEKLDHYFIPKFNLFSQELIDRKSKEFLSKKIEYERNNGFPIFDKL
* = called active by the depositor; & = joins results of further samples. This is a subset. The share of hits here may be higher or lower than overall.

Molecule	mcGAS RapidFire
CCC1NCCC1c1ccc(C)cc1 (centres undefined)	-7
CC1CN(C(=O)Cc2ccn(C(C)C)n2)CC1N1CCOCC1 (centres undefined)	-7
Cc1nn(C)c(Cl)c1CN1CCC2(CCCNC2)C1 (centres undefined)	2
COC(=O)C1(O)CC2CCC(C1)N2C (centres undefined)	-7
O=C1C[C@H]2CC[C@@H](CN1)N2Cc1ccc(CO)o1	-6
CCc1c(C(=O)Nc2ccc(F)c(Cl)c2)cnn1C(C)(C)C	-9
COc1ccc(CC(C)N(C)C(=O)Nc2ccccc2F)cc1 (centres undefined)	-4
CC(C)CCN1CCN(Cc2ccccc2Cl)CC1CCO (centres undefined)	-3
CC(=O)NS(=O)(=O)c1ccc(NC(=O)c2cccn(Cc3cccc(C)c3)c2=O)cc1	-4
Cc1ccc2oc(C3NCCc4[nH]cnc43)c(C)c2c1 (centres undefined)	-4
Cc1ncc2n1-c1ccc(Cl)cc1C(c1ccccc1F)=NC2	-1
C[C@]12CC[C@H](O)C[C@H]1CC[C@@H]1[C@@H]2CC[C@]2(C)[C@@H](C3=CC(=O)OC3)CC[C@]12O	7
O=C(Nc1ccncc1)c1cccn(Cc2ccccc2F)c1=O	-1
CC1CCCC(O)CCCC=Cc2cc(O)cc(O)c2C(=O)O1 (centres undefined)	42
CN1CCN2CCN(C(=O)c3ccc4nnnn4c3)CC2C1=O (centres undefined)	-11
COC1C=CC(CNC(=O)C2C3c4ccccc4C(c4ccccc43)C2C(=O)O)(OC)O1 (centres undefined)	-15
CC(C)(C)c1csc(CNC(=O)NCc2ccc(Cl)nc2)n1	-30
c1ccc(C2=NP(N3CCOCC3)(N3CCOCC3)=NC(N3CCOCC3)=N2)cc1	4
CCC(NC)c1nc2ccccc2c(=O)n1-c1ccc(F)cc1 (centres undefined)	-2
COC1=CCC2([N+](=O)[O-])CN(C)CC1([N+](=O)[O-])C2 (centres undefined)	-5
CCOCCN1CCN(Cc2nnc3n2-c2ccc(Cl)cc2C(c2ccccc2Cl)=NC3)CC1	-19
CCC(=O)Nc1ccc(OCC(=O)N2CCN3CCNC(=O)C3C2)cc1 (centres undefined)	-21
CN(C)c1ccc2c(c1)N=C(c1ccco1)OP2(=S)N1CCCCCC1 (centres undefined)	-1
CCC(=O)c1c(O)n(C)c(=O)n(C)c1=O	-9
CC(Cc1ccccc1F)NCc1ccc(C(=O)N2CCCC2)cc1 (centres undefined)	-30
CC1CN(c2ccccc2[N+](=O)[O-])CCN1 (centres undefined)	-4
CCN[C@H](C)Cc1cccc(C(F)(F)F)c1	-7
CCc1cccc2c(C=C(C#N)C#N)c[nH]c12	-52
O=C1CN=C(c2ccccc2)c2cc([N+](=O)[O-])ccc2N1	10
O=C1CCCN1CC(=O)N1CCC2(CCCNC2)C1 (centres undefined)	-25
Cc1ccccc1NC(=O)c1cn(Cc2ccccc2)nn1	-4
CN(C)C1CCNCC1	4
O=C1C2CCN(CC2)C1Cc1c(O)c2ccccc2oc1=O (centres undefined)	2
NCCc1cccc(OCCCc2ccccc2)c1	7
Cn1ccc(C(=O)Nc2ccc(C#N)c(C(F)(F)F)c2)cc1=O	-7
O=C(Cc1ccccc1)N1CCCC(N2CCN(c3ccccc3)CC2)C1 (centres undefined)	-9
O=C1OCCC1N1CC=C(c2c[nH]c3ccccc23)CC1 (centres undefined)	-2
NC(=O)N1CCC(NC(=O)CSC(c2ccccc2)c2ccc(Cl)cc2)C1 (centres undefined)	-38
OCC12COC3c4ccccc4C(OC1)N32 (centres undefined)	2
Cc1cc(Cn2cc(Br)ccc2=N)c2ncccc2c1	-9
O=C(Nc1ccncc1)c1cccn(Cc2ccccc2)c1=O	-6
CC(CCc1ccccc1)NC(C)C(O)c1ccc(O)cc1 (centres undefined)	-1&3
C=Cn1ccnc1P(=S)(c1c(C)nn(-c2ccccc2)c1C)c1nccn1C=C	-6
O=C(CBr)c1cccc(F)c1	-8
CCOP1(=O)Oc2ccccc2OCCOCCOCCOc2ccccc2O1	-7
CC(=O)O.CC(=O)O.[Cd]	51
CC12CCC(=O)C=C1CCC1C2CCC2(C)C(O)CCC12 (centres undefined)	-12
CN1C(=O)N(C)C2C1N(C)C(=O)N2C (centres undefined)	0
CCOc1cc2c(cc1OCC)CNCC2	-12
CC(C(=O)Nc1ccc(Cl)cn1)N1CCN2C(=O)C(=O)NCC2C1 (centres undefined)	-5
Cc1noc(C)c1CC(=O)N(CCN(C)C)C1CCCC1	-14
O[C@@H]1C[C@H]2CN(C3CCN(c4ncccn4)CC3)C[C@H]2C[C@@H]1O	-40
CCN(CC1CCOCC1)C1CCCNC1 (centres undefined)	-19
CC(Cc1ccc(F)cc1)NC(=O)CC(C)C(C)C (centres undefined)	3
C1C[C@H]2CC[C@@H](CN1)N2C1CSCCSC1	10
CC1CCc2c(sc3nc(C[N+]45CCN(CC4)CC5)[nH]c(=O)c23)C1 (centres undefined)	-33
O=P(C=C(Cl)c1ccccc1)(/C=C(/Cl)c1ccccc1)N1CCOCC1	-14
ClC1C(Cl)C(Cl)C(Cl)C(Cl)C1Cl (centres undefined)	-8&1
COc1ncc(CN2C[C@H]3C[C@H](O)[C@H](O)C[C@H]3C2)cn1	11
CC(C)c1noc(CN2CCC3(CC2)C(=O)N(C)c2ccccc23)n1	-40

(cont.)
Molecule	mcGAS RapidFire
Nc1ccc(S(=O)(=O)NC2CN3CCC2CC3)cc1 (centres undefined)	-10
CC1(C(=O)O)CCCC2(C)c3c(cc([N+](=O)[O-])c(O)c3[N+](=O)[O-])CCC12 (centres undefined)	0
CCOP(=O)(OCC)C(NC(=O)c1cccs1)C(Cl)(Cl)Cl (centres undefined)	7
O=[N+]([O-])c1ccc(O)c(Cl)c1	9
O=[N+]([O-])O[C@H]1CO[C@H]2[C@@H]1OC[C@H]2O[N+](=O)[O-]	-7&4
NS(=O)(=O)c1ccc(NC(=O)c2cccn(Cc3ccccc3F)c2=O)cc1	-4
COc1ccc(C2SCC(=O)Nc3c2cnn3C)cc1OCc1ccccc1F (centres undefined)	-4
O=P(C=C(Cl)c1ccccc1)(C=C(Cl)c1ccccc1)NCc1ccccc1	-55
CCOC(=O)C1=C(CC)Nc2ccccc2N=C1NC(=O)c1cc(C)on1	6
NP(=O)(Oc1ccccc1F)Oc1ccccc1F	-8
Cc1ccccc1-n1cc(C2=CCN(CCN3CCCCC3)CC2)cn1	-10
Cc1cc(C(=O)OCC(=O)N(C2=CCCCC2)C2CC2)c(C)n1C1CC1	0
Cc1cc(NC(=O)c2cccn(Cc3cccc(Cl)c3)c2=O)c2ccccc2n1	-6
COc1ccccc1[C@@H]1CN(C(=O)c2cnoc2C)[C@@H]2C3CCN(CC3)[C@@H]21	-23
N#Cc1cc2c(nc1SCC(=O)N1CCNC1=O)CCC2	3
Cc1noc(C)c1CC(=O)N1CCCC(N2CCN(c3cccc(Cl)c3)CC2)C1 (centres undefined)	-4
Cc1ccc(N2CCC3(CCCNC3)C2)nn1 (centres undefined)	-1
O=[N+]([O-])c1cc(F)ccc1N1CCN(Cc2ccccc2)CC1	6
COP(=S)(OC)SCn1nnc2ccccc2c1=O	-3
CC12CN3CCN(C1)CC(C)(C3)C2=O	-9
CS(=O)(=O)Nc1c([N+](=O)[O-])cccc1[N+](=O)[O-]	-10
OC1(c2ccccc2)C[N+]2=C(CCCCC2)N1Cc1ccccc1 (centres undefined)	-6
C1=NC2(CCNCC2)SC1Cc1ccccc1 (centres undefined)	-4
NCCc1c[nH]c2ccc(C(N)=O)cc12	-7
CNc1cc(C(=O)N2CCN3CCNC(=O)C3C2)ccn1 (centres undefined)	-2
N#CC1(N)C2CN3CCN(C2)CC1(c1ccccc1)C3 (centres undefined)	-4
Cc1cc(C(=O)N2CC[C@H]3CC[C@@H](C2)N3)cc(=O)[nH]1	6
CCCN1CCCN(C(=O)Cc2c(C)nn(C)c2C)CC1	4
Cc1cc(C(=O)N2CCN3CCN(C)C(=O)C3C2)c(=O)[nH]c1C (centres undefined)	3
CCN1C[C@]2(COC(=O)c3ccccc3N3C(=O)C[C@H](C)C3=O)CC[C@H](OC)[C@]34C2[C@H](OC)[C@](O)([C@H]13)[C@@]1(O)C[C@H](OC)[C@H]2C[C@@H]4[C@@H]1[C@H]2OC	-5
O=c1cc(-c2ccccc2)[se]c2ccccc12	-5
C[C@]12CC[C@H]3[C@@H](CCC4=CC(=O)CC[C@@H]43)[C@@H]1CC[C@@H]2O	-10&1
Cc1nc(C(F)(F)F)nc(N2CCOC3(CNCCOC3)C2)c1C (centres undefined)	-13
Clc1ccc(C2CC(c3cccnc3)=Nc3ncnn32)cc1 (centres undefined)	0
N#CC(C#N)=Cc1sc2ccccc2c1Cl	-4
CC(C)c1nccc(CN2CCCN3CCC[C@H]3C2)n1	11
Cc1sc2ncn(CCS(=O)(=O)F)c(=O)c2c1C	-15
CNc1ncc(C(=O)N2CCN3CCN(C)C(=O)C3C2)cn1 (centres undefined)	-24
CN1CCCCC1c1ccc(-c2cccnc2)nc1 (centres undefined)	2
Cc1ccc(P(=S)(c2ccc(C)o2)N2CCOCC2)o1	-10&2
O=C(c1cn(-c2ccccc2)nn1)N1C[C@H]2C[C@@H](C1)c1cccc(=O)n1C2	-17
S=P1(N2CCOCC2)N=C(SCc2ccccc2)c2c(nc3n2CCC3)N1 (centres undefined)	-5
Cc1ccc(Cn2cccc(C(=O)Nc3cc(Cl)ccc3C#N)c2=O)cc1	-3
CCOP(=S)(OCC)Oc1nc(Cl)c(Cl)cc1Cl	-3
O=C(c1cc(CN2CCOCC2)on1)N1CCN2CCCC2C1 (centres undefined)	-24

16 entries out of the list, ordered by molecular weight, low to high:
Molecule	mcGAS RapidFire
N#CC(C#N)=Cc1sc2ccccc2c1Cl	-4
CN1CCCCC1c1ccc(-c2cccnc2)nc1 (centres undefined)	2
Cc1cc(C(=O)N2CC[C@H]3CC[C@@H](C2)N3)cc(=O)[nH]1	6
C[C@]12CC[C@H]3[C@@H](CCC4=CC(=O)CC[C@@H]43)[C@@H]1CC[C@@H]2O	-10&1
O=c1cc(-c2ccccc2)[se]c2ccccc12	-5
Cc1sc2ncn(CCS(=O)(=O)F)c(=O)c2c1C	-15
CCCN1CCCN(C(=O)Cc2c(C)nn(C)c2C)CC1	4
CNc1ncc(C(=O)N2CCN3CCN(C)C(=O)C3C2)cn1 (centres undefined)	-24
Clc1ccc(C2CC(c3cccnc3)=Nc3ncnn32)cc1 (centres undefined)	0
Cc1ccc(P(=S)(c2ccc(C)o2)N2CCOCC2)o1	-10&2
Cc1cc(C(=O)N2CCN3CCN(C)C(=O)C3C2)c(=O)[nH]c1C (centres undefined)	3
O=C(c1cc(CN2CCOCC2)on1)N1CCN2CCCC2C1 (centres undefined)	-24
Cc1nc(C(F)(F)F)nc(N2CCOC3(CNCCOC3)C2)c1C (centres undefined)	-13
Cc1ccc(Cn2cccc(C(=O)Nc3cc(Cl)ccc3C#N)c2=O)cc1	-3
S=P1(N2CCOCC2)N=C(SCc2ccccc2)c2c(nc3n2CCC3)N1 (centres undefined)	-5
CCN1C[C@]2(COC(=O)c3ccccc3N3C(=O)C[C@H](C)C3=O)CC[C@H](OC)[C@]34C2[C@H](OC)[C@](O)([C@H]13)[C@@]1(O)C[C@H](OC)[C@H]2C[C@@H]4[C@@H]1[C@H]2OC	-5

Retrieved by structure from above:
Molecule	mcGAS RapidFire
NCCc1c[nH]c2ccc(C(N)=O)cc12	-7
Clc1ccc(C2CC(c3cccnc3)=Nc3ncnn32)cc1 (centres undefined)	0

Continuation.
Molecule	mcGAS RapidFire
N#Cc1ccc(S(=O)(=O)Nc2ccccc2-n2cnnn2)cc1Cl	-4
CC(C)Nc1cc(N2CCN(C(C)C)CC2)ncn1	-17
CC12CN3CC(C)(CN(C1)C3c1cccs1)C2 (centres undefined)	8
COC(=O)C(=O)N1CC2(C)CNCC(C)(C1)C2=O	-8
CC[N+]1(C)CCCC(OC(=O)C(O)(c2ccccc2)c2ccccc2)C1 (centres undefined)	-3&6
CCCCN1C2=[N+](CCCS2)CC1(O)c1ccc(OC)cc1 (centres undefined)	-10
CN1C(=O)NC2CNCCC21 (centres undefined)	-1
CCN1CCN(Cc2csc3c2CCCC3)CC1	-4
Cc1ccc(P(=S)(Nc2ccc([N+](=O)[O-])cc2)Nc2ccc([N+](=O)[O-])cc2)o1	-5
NCCCOC[C@@H]1CCCN2CCCCC12 (some centres undefined)	-10
CC[C@@H](C)C(=O)O[C@H]1[C@H](O)[C@H]2[C@@H](CN3C[C@@H](C)CC[C@H]3[C@@]2(C)O)C2C[C@]34O[C@@]5(O)[C@@H](OC(=O)[C@](C)(O)CC)CC[C@@]3(C)[C@@H]5[C@@H](OC(C)=O)[C@@H](OC(C)=O)[C@H]4[C@@]21O (some centres undefined)	7
N#Cc1ccc(OCC(=O)N2CCN(Cc3ccco3)CC2)cc1	9
CC(Cc1c(F)cccc1F)NC(=O)CSCC(N)=O (centres undefined)	0
c1cc(-c2nccn2CCc2cnc[nH]2)ccn1	-2
CN(C)P(=O)(Nc1cccc(C(F)(F)F)c1)N(C)C	-4&21
CC(C)=CC(=O)N[C@H]1C[C@H]2CN(C)CCN2C1	-15
CCN(CC)P1(=S)C2=C(N3CCCCC3)CC(C)(C)CC2=NN1c1ccccc1 (centres undefined)	45
COc1ccc(C)cc1CCNCc1ccccc1OC(F)F	-5
C=Cn1ccnc1P(O)(=S)c1nc(C)c(CCOC(C)=O)s1 (centres undefined)	-7
CN1CCCC(c2n[nH]c(=O)n2C2CCCCC2)C1 (centres undefined)	11
CC(C)(OP(N)(=O)Oc1ccccc1)C(F)(F)C(F)(F)C(F)(F)C(F)F (centres undefined)	0
CNC(C)Cc1ccc(OC)cc1 (centres undefined)	-6
c1ccc(N2CCNCC2)c(-c2cc3ccccc3o2)c1	-24
COC(=O)C(OS(=O)(=O)c1ccc(C)cc1)(c1ccccc1)c1ccccc1	-13
CN1CCC2(CCN(C(=O)c3ccc[nH]3)CC2)C1	-16
